FLuc modulator – inhibits or activates purified firefly luciferase, miR-21 counter-screen. P08659. purified FLuc, Km substrates, luminescence inhibition. Potency, µM (top dose mostly 57.5 µM), for the others: top-dose activity change, negative = inhibition, most hits filed as inhibitors. 6.9% of 360,000 active. AID 588342;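 further: potency means the concentration at half of the fitted maximal effect; plate controls were vehicle for no effect and reference inhibitor for full effect; nearly all actives have a fitted effect of over 55% in size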
Target sequence (P08659 whole entry, looked up): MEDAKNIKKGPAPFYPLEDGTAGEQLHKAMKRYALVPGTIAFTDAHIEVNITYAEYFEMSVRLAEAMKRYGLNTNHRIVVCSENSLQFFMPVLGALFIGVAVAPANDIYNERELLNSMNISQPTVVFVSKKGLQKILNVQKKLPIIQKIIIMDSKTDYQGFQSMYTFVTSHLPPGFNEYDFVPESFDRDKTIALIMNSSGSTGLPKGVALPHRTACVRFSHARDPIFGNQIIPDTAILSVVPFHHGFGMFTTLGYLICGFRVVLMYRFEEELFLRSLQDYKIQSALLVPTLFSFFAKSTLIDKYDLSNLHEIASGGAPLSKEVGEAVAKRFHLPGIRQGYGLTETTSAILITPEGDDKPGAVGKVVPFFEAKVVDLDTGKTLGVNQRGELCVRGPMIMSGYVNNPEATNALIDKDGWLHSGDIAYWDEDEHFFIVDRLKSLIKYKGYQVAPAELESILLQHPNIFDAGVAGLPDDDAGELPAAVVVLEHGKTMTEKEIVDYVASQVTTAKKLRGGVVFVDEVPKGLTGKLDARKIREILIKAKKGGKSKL
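Biochemical qHTS of compounds, final roughly 60 µM downward over six points, against 10 nM purified firefly luciferase using Km concentrations of substrates (10 uM D-luciferin, 10 uM ATP) in Tris acetate pH 7.5 buffer; luminescence output.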
Giardia killer – kills Giardia lamblia; Giardia lamblia trophozoite viability; activity change, % at 7.66 µM, hits read low; 0.15% of 340,000 active; in the data active means activity change below about -80%; inconclusive means between about -30% and that limit;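 further: parasites exposed to compound for two days anaerobically before the ATP read; on the % scale 0 is the no-effect control and ±100 the full control effect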
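Giardia trophozoites, 100 cells per well, were exposed to compounds for 48 hrs at 37 deg C under anaerobic conditions; viability was then read as ATP content by bioluminescence after 15-30 min at room temperature.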
FBPA coupling cs – coupling enzyme interference in Giardia aldolase counter-screen | activity change, negative = inhibition, % at 58.2 µM, hits read low | 0.67% of 290,000 active | AID 2472 | coupling enzyme system counterscreen, AmpLite Red fluorescence; in the data active means activity change below about -30%; further: on the % scale 0 is the no-effect control and ±100 the full control effect
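Final compound at 57.5 uM, incubated 10 min at RT with coupling enzyme reagent (glyceraldehyde-3-phosphate), then 20 min with substrate and AmpLite Red detection. Fluorescence read at 525/598 nm; tests interference with the coupling assay, not aldolase inhibition.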
KCNH2 3.1 inh – inhibitors of human KCNH2 3.1 potassium channel isoform | U2OS KCNH2 3.1, thallium flux FluxOr; stronger effect = lower value | activity change, % (tested at about 1.8 µM) | 0.95% of 340,000 active;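 active means maximum activity change below -70%; inconclusive means maximum activity change from -70% to -50%; inactive means maximum activity change above -50%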;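 further: thallium influx rate constant from kinetic fluorescence after stimulation buffer; on the % scale 0 is the no-effect control and ±100 the full control effect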
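Thallium flux read-out: FluxOr dye with Red40 quencher in HBSS/HEPES, 45 min at RT. Rate constants from kinetic reads were normalized to positive and negative DMSO controls. Cells: U2OS virally expressing the 3.1 isoform.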
uPA generation – cell surface uPA generation inhibition | 0.31% of 330,000 active | cell surface uPA generation assay, qHTS | Potency, µM (series often up to 38.3 µM), for the others: top-dose activity change, negative = inhibition, actives largely listed as inhibitors; active means well fitted inhibition curve with a large enough effect; inconclusive means small, poorly fitted or top-dose-only effect; inactive means no such curve, though single readings can be large or run the other way; tested in mouse RAW 264.7 cells; further: potency means the concentration at half of the fitted maximal effect; on the % scale 0 is the no-effect control and ±100 the full control effect; nearly all actives have a fitted effect of over 55% in size
Tb PFK inh – blocks T. brucei phosphofructokinase; 0.17% of 330,000 active; O15648; Potency, µM (highest dose often 57.5 µM), for inactives: at the top dose activity, negative = inhibition, actives largely listed as inhibitors; T. brucei PFK, ADP-Glo luminescence;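 further: potency means the concentration at half of the fitted maximal effect; 0% = uninhibited 1x PFK enzyme wells and -100% = no-enzyme wells; nearly all actives have a fitted effect of over 60% in size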
Target sequence (O15648 whole entry, looked up): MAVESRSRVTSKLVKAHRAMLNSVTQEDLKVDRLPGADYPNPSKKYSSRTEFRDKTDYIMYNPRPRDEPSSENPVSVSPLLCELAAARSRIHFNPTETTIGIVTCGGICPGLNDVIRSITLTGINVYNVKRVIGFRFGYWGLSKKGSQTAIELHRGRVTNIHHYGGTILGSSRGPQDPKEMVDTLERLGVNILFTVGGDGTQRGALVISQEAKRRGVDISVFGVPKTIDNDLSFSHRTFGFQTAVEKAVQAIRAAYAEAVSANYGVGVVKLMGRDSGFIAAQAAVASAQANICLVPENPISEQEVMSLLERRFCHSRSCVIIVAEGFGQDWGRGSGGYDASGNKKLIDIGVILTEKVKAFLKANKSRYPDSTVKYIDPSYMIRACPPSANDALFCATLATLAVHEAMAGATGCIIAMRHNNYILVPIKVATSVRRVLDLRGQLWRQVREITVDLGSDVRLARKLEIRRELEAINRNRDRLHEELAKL
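PFK 1.25 nM, F6P 0.5 mM, ATP 0.1 mM, 0.1 M TEA pH 8.0, 5 mM MgCl2, 0.01% Tween20, 0.1% BSA; 45 min RT. ADP-Glo readout. qHTS titration up to 57 uM; curves fitted, compounds curve-classed.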
Gal4-VP16 FLuc – Gal4-VP16 reporter inhibition counter-screen | Drosophila S2 Gal4-VP16 UAS-luciferase, luminescence, 20 h | Potency, µM (series often up to 53.6 µM), without a hit: at the highest dose activity, negative = inhibition, most hits filed as inhibitors | 3.5% of 310,000 active | AID 2546;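 further: Gal4-VP16 expression switched on by copper sulfate through the metallothionein promoter; potency means the concentration at half of the fitted maximal effect; on the % scale 0 is the no-effect control and ±100 the full control effect; nearly all actives have a fitted effect of over 50% in size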
Rab9 prom act – Rab9 promoter activation; Huh7 Rab9 promoter-luciferase reporter, luminescence, 24 h; Potency, µM (top dose mostly 9.22 µM), without a hit: top-dose activation, negative = inhibition, hits mostly activators; 2.8% of 320,000 active; AID 485297; further: potency means the concentration at half of the fitted maximal effect; % of control where 0% means no effect; nearly all actives have a fitted effect of over 60% in size
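Stable Rab9-luc Huh7, 1500 cells/well, 2 h settle; cmpd in DMSO, 24 h, 37 °C/5% CO2; luciferase reagent 10 min RT; luminescence.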
RORg inh – inhibitors of mouse ROR gamma transcriptional activity | P51450 | Drosophila S2 Gal4-RORgamma UAS-luciferase reporter, 20 h | Potency, µM (highest dose often 53.6 µM), inactives show at the highest dose activity change, negative = inhibition, most hits filed as inhibitors | 5.4% of 310,000 active; further: potency means the concentration at half of the fitted maximal effect; on the % scale 0 is the no-effect control and ±100 the full control effect; nearly all actives have a fitted effect of over 60% in size
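Read-out: Photinus luciferase luminescence; inhibitors lower reporter signal. Insect Schneider cells with Gal4-ROR gamma fusion under metallothionein promoter, UAS reporter; 700 uM final copper sulfate induction, 20 hr, ambient temperature.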
NPC1 promoter act – NPC1 promoter activation; Huh7 NPC1 promoter luciferase reporter, 24 h; Potency, µM (highest dose often 9.22 µM), without a hit: at the highest dose activation, hits mostly activators; 2.4% of 320,000 active; AID 485313;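 further: potency means the concentration at half of the fitted maximal effect; % of control where 0% means no effect; nearly all actives have a fitted effect of over 60% in size; reporter is driven by a mutant NPC1 promoter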
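Stably transfected Huh7 (NPC1 promoter→luciferase), 1500 cells/well in Opti-MEM + 10% FBS, 2 h settle, then compound 24 h at 37 °C. Luminescence after 10 min with Amplite reagent.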
ELG1 genotox – inducers of genotoxicity in HEK293T ELG1-luciferase cells | HEK293T ELG1-luciferase reporter, luminescence, 16 h | Potency, µM (titrated, usually from 46 µM), inactives show top-dose activity change, positive = activation, usual class: activators | 1.3% of 330,000 active; further: potency means the concentration at half of the fitted maximal effect; % of control where 0% means no effect; nearly all actives have a fitted effect of over 60% in size
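Step 1: seed 2,000 HEK293T ELG1-luciferase cells per well. Step 2: add compound or DMSO, incubate 16 hr at 37 °C. Step 3: ONE-Glo, 30 min at room temperature, read luminescence.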
The depositor's hits bear a star; ? = inconclusive; . = not tested or not shown; & = joins results of further samples; [ ] = dose if it differs, or a comment. Unless noted, the call rests on the fitted dose curve; in most records, active means well fitted curve in the direction sought with a large enough effect; inconclusive means small, poorly fitted or top-dose-only effect, or another doubt; inactive means no such curve, though single readings can be large; an effect the other way counts as inactive or inconclusive.

SMILES	FLuc modulator	Giardia killer	FBPA coupling cs	KCNH2 3.1 inh	uPA generation	Tb PFK inh	Gal4-VP16 FLuc	Rab9 prom act	RORg inh	NPC1 promoter act	ELG1 genotox
CC(C)C(=O)Nc1ccc(Cc2ccc(NC(=O)C(C)C)c(O)c2)cc1O	?	-10	1	4	3%	-4%	4%	-5%	14%	1%	4%
Cc1cc(C(=O)COC(=O)c2ccc(O)cc2)c(C)n1-c1ccccc1F	2.4µM*	3	8	-8	5%	-3%	-25%	?	?	?	?
C/C=C(\C)CN1CCC(Oc2ccc(C(=O)NCc3ccccn3)cc2)CC1	-1%	-20	.	2	-6%	0%	1%	-1%	-6%	-1%	0%
CCOC(=O)C1=C(COC(=O)/C=C/c2cccc([N+](=O)[O-])c2)NC(=O)NC1C (stereo not given)	10%	11	.	-3	-1%	0%	.	-4%	.	-1%	0%
CC(=O)N1CCOc2ccc(S(=O)(=O)N3CCC(C(=O)NCc4ccccc4)CC3)cc21	0%	-2	.	-6	5%	2%	-4%	2%	-1%	-6%	-4%
Cc1cc(C)cc(Nc2ncc3c(n2)CCCC3=O)c1	3.4µM*	-22	-1	2	4%	0%	11µM*	4µM*	11µM*	4µM*	?
Cc1cccc(NC(=S)NCc2ccc3c(c2)OCO3)c1C	-2%	-16	2	17	-1%	0%	13µM*	-7%	5µM*	1%	1%
Cc1cccc(N2CC(C(=O)OCC(=O)c3ccc(OC(=O)c4cccs4)cc3)CC2=O)c1C (stereo not given)	-18%	5	1	-12	7%	-11%	22%	3%	11%	21%	1%
CCN(CC(=O)NC(=O)NC1CCCC1)Cc1ccccc1	0%	-11	.	-4	0%	0%	.	-3%	.	-2%	0%
O=C(COc1ccccc1F)OCC(=O)c1ccc([N+](=O)[O-])cc1	.	-5	.	-12	1%	-17%	.	.	.	.	1%
Cc1cc(C(=O)NC2CC(C)(C)Cc3c2cnn3-c2ccccc2)n[nH]1 (stereo not given)	5%	23	.	7	-6%	0%	21%	0%	?	2%	1%
Cc1cccc(C(=O)Nc2ccc(NC(=O)CN3CCOCC3)cc2)c1	3%	-15	2	9	-2%	2%	6%	-3%	4%	-3%	4%
Cc1nc(-n2cc(F)c(=O)[nH]c2=O)c2nc(C)oc2n1	7%	4	1	-3	-6%	-1%	-2%	2%	?	-4%	-3%
CC(C)Cc1cc(C(=O)Nc2cccc(O)c2)no1	0.67µM*	?	-2	-2	?	-12%	?	?	?	?	?
COCCOC(=O)c1ccc(NC(=O)COc2ccc([N+](=O)[O-])cc2)cc1	-4%	3	2	-23	2%	?	-2%	-5%	11%	-3%	-3%
COc1cc(/C=N/NC(=O)c2cc(C)oc2C)ccc1O	?	8	0	-3	1%	3%	1%	-3%	-41%	-2%	6%
COc1ccc(/C=N/NC(=O)c2nc(-c3ccccc3)cc(-c3ccccc3)n2)cc1	2.7µM*	-1	1	-88*	3%	2%	-4%	3%	29%	1%	1%
O=C(C1=NN(c2ccccc2)C2C(=O)N(c3cccc(Cl)c3)C(=O)C12)c1ccccc1 (stereo not given)	2%	4	-2	0	0%	-5%	0%	0%	-17%	1%	0%
Cc1cccc(C)c1-n1ncc(C(=O)NC2CCCC2)c1C1CCNCC1	3%	34[activator]	1	12	-8%	-2%	-5%	-3%	1%	-1%	2%
CC(C)C(C(=O)NC1CCCC1)N(CC1CCCO1)C(=O)CNS(=O)(=O)c1ccccc1 (stereo not given)	2%	6	0	7	6%	4%	7%	1%	0%	-2%	0%
Cc1ccc(C(C)NC(=O)c2ccc3c(c2)OCO3)cc1C (stereo not given)	-1%	10	.	-4	-7%	-8%	2%	-1%	10%	6%	-2%
CCNC(=S)N=Nc1c(O)n(Cc2ccc(Cl)cc2)c2ccccc12	1%	-3	1	8	-3%	4%	?	-5%	4.5µM*	-3%	0%
COc1ccc(OC)c(S(=O)(=O)N2CCN(CC(O)CN3CCOCC3)CC2)c1 (stereo not given)	0%	3	.	0	-14%	18%	.	-2%	.	-1%	-1%
COc1ccc(-n2c(C)cc(/C=C3\SC(=S)N(Cc4ccco4)C3=O)c2C)cc1	?	-18	-1	0	2%	-1%	-8%	?	96%	18%	3%
O=C(NNC(=S)Nc1ccccc1Cl)C1CC1	7%	-10	0	1	-1%	-4%	?	-2%	11µM*	1%	2%
(listing goes on)
SMILES	FLuc modulator	Giardia killer	FBPA coupling cs	KCNH2 3.1 inh	uPA generation	Tb PFK inh	Gal4-VP16 FLuc	Rab9 prom act	RORg inh	NPC1 promoter act	ELG1 genotox
O=C1C2CCCN2C(=S)N1c1ccc(Cl)cc1 (stereo not given)	2%	8	5	-5	5%	3%	-1%	-1%	-15%	-1%	-5%
CCOc1ccc(C2=NNC(c3cccs3)=Nc3ccc(OC)cc32)cc1OCC	2%	6	-1	-6	7%	6%	25%	1%	42%	-7%	-2%
COC(=O)c1sccc1NC(=O)Nc1cc(C)cc(C)c1	7.6µM*	-9	.	27	1%	-2%	?	-5%	40%	4%	?
Cc1nn(C)c(C)c1NC(=O)C12CC3CC(CC(C3)C1)C2	2%	-17	1	-5	1%	0%	-6%	-7%	?	-3%	0%
COc1ccc(C)cc1NC(=O)c1cccc(-c2ccc(OC(C)=O)cc2)c1	?	-1	-4	-10	-5%	2%	13%	1%	11%	1%	-10%
COc1ccc(C(CC(=O)Nc2cc(C)ccn2)N2Cc3ccccc3C2=O)cc1 (stereo not given)	0%	-21	3	-13	-6%	-4%	1%	-2%	13%	10%	-4%
COc1ccc(CNC(=O)c2sccc2C)cc1	-10%	10	-2	-5	-1%	-5%	-11%	11%	-14%	1%	11%
C#Cc1ccc([C@@H]2C=C(C(=O)NCc3ccccc3)O[C@H](OCC)[C@H]2CCCO)cc1	-1%	6	7	-14	4%	3%	-4%	-1%	27%	-2%	-5%
CC(=O)Nc1ccc(S(=O)(=O)N2CCN(Cc3ccccc3[N+](=O)[O-])CC2)cc1	1%	-4	4	-1	0%	-3%	-2%	-29%	?	-4%	-16%
C=C1C(=O)C=C2CN(C(=O)c3ccccc3)[C@@](Cc3ccc(F)cc3)(C(=O)OC)[C@@H]12	-12%	?	-1&1	59	?	6%	1.4µM*	-49%[inhibitor]	3.2µM*	-39%[inhibitor]	-8%
O=C1c2ccccc2S(=O)(=O)N1CCOc1ccc(F)cc1	?	0	2	-1	-3%	-2%	4%	?	11%[10 µM]	20%	20%
Cc1ccccc1N(C(=O)CNC(=O)c1ccco1)C(C(=O)NC1CCCC1)c1ccncc1 (stereo not given)	4%	-7	-2	-4	6%	-4%	1%	-2%	10%	7%	-1%
Clc1ccc2c(NCc3ccccn3)ccnc2c1	3%	27	3	2	-6%	2%	-1%	0%[1.84 µM]	-1%	0%	-7%
Cc1ccc(OCC(=O)Nc2ccc3c(c2)nc2n3CCOC2)cc1	-5%	5	-3	0	5%	3%	2%	10%	-14%	-3%	0%
Cn1c(N)c(C(=O)CSc2nnc(C3CC3)n2Cc2ccccc2)c(=O)[nH]c1=O	.	7	.	7	3%	?	.	-9%	.	3%	1%
Cc1nnc(SCC(=O)NNC(=O)c2ccccc2)n1N	3%	7	.	1	16%	3%	.	6%	.	-7%	-2%
COc1coc(C(O)C[N+](=O)[O-])cc1=O (stereo not given)	5%	0	2	9	1%	7%	1%	-2%	0%	0%	1%
CC1CCN(C(=O)c2nc[nH]c2C(=O)N2CCc3ccccc3C2)CC1	-2%	13	.	.	-11%	-1%	.	0%	.	-1%	3%
O=C(/C=C/c1ccc(F)cc1)NC(=S)N1CCN(c2ccccn2)CC1	21µM*	-29	1	11	1%	0%	20µM*	2.5µM*	2.5µM*	?	10%
CCNc1cc(N2CCOCC2)nc(SC)n1	-3%	-5	1	8	-9%	-1%	-24%	-15%	-9%	0%	2%
O=C(CSc1nnnn1-c1cccc(C(=O)O)c1)NC(c1ccccc1)c1ccccc1	?	12	8	-7	1%	0%	-4%	-5%	14%	-3%	3%
C=CCOc1cccc(C2C(C(=O)c3ccco3)=C(O)C(=O)N2Cc2ccco2)c1 (stereo not given)	6%	-5	-1	11	0%	-1%	7%	4%	10%	-3%	4%
CCOc1ccc(S(=O)(=O)N2CCCC(C(=O)NCc3ccccn3)C2)cc1Cl (stereo not given)	1%	13	.	-1	-7%	0%	.	-1%	.	-2%	13%
O=S(=O)(c1ccc(F)cc1)c1nc(-c2ccc(F)cc2)oc1NCCN1CCOCC1	-1%	-9	1	0	-6%	-2%	0%	-1%	8%[10 µM]	0%	7%
CCN(C(=O)CSC1=Nc2ccccc2C2CC=NN12)C1CCS(=O)(=O)C1 (stereo not given)	1%	5	0	-5	-19%	4%	-18%	-6%	-29%	1%	1%
COc1ccc(CCNC(=O)C/C(C)=N/NC(=O)C2CCCCC2)cc1OC	3%	1	-1	-1	-2%	0%	?	-9%	-12%	1%	-2%

Screening data (PubChem BioAssay)
